Screens from PubChem.
QS inhibitor = blocks AIP-induced quorum sensing reporter in S. aureus. S. aureus RN6390 RNAIII-GFP reporter, flow cytometry 3 h. 24,000 compounds, 0.3% hits. inhibition, % at 2 µM;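 active means share of bacteria positive for the green fluorescent reporter and its mean brightness both inhibited by 50% or more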;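 further: 0% = AIP-stimulated control and 100% = unstimulated bacteria without AIP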
QS inhibitor GFP MFI % = also measured in QS inhibitor; calls as there; inhibition, %; measured here: inhibition of GFP MFI
Numbers without * were called inactive. Some of the compounds tested; the hit share may differ from the screen's.

SMILES	QS inhibitor	QS inhibitor GFP MFI %
CN(CCC#N)C(=O)COC(=O)c1ccc(Cl)c(S(N)(=O)=O)c1	-3.5	-15.5
c1ccc2c(c1)ccc1nnc(-c3ccc4c(c3)OCO4)n12	-2.7	-7.1
Cc1cc(Nc2ccc(Br)cc2F)n2nc(C)nc2n1	1.6	19.9
Cn1cc(NC(=O)c2cc(NC(=O)c3cc(NC=O)cn3C)cn2C)cc1C(=O)NCCC(=N)N	-0.7	-3.0
O=C(CSc1nc2ccccc2nc1SCC(=O)N1CCOCC1)N1CCOCC1	-0.2	5.1
O=C(Nc1ccc(S(=O)(=O)NCCc2ccccc2)cc1)c1ccc(Br)o1	1.8	9.0
O=c1ccc2cc3c([nH]c4ccc(Br)cc43)oc-2c1O	0.3	4.0
CCOc1ccc(-c2nc(C#N)c(NCc3ccc4c(c3)OCO4)o2)cc1	5.4	5.6
O=C(Cn1cnc2c(nnn2Cc2ccc(Cl)cc2)c1=O)NCc1ccco1	-2.6	-11.5
COc1ccc(-c2nnc3ccc(SCC(=O)NCC4CCCO4)nn23)cc1 (stereo not drawn)	2.0	14.5
O=C(Nc1nc2c(ccc3ccccc32)s1)c1ccco1	-0.2	2.8
CCOC(=O)N1CCN(CC(=O)c2ccc3c(c2)CCN3)CC1	3.0	10.3
CCOC(=O)c1ccc(CNC(=O)CSc2nnnn2-c2ccc(Cl)cc2)o1	11.7	18.7
O=C(c1ccc(CS(=O)(=O)c2ccc(Br)cc2)o1)N1CCCCCC1	-6.7	-10.5
O=C(c1ccccc1Cl)N1CCc2ccccc2C1	0.0	2.0
COc1ccc(-c2c(C)oc3c(CN4CCCCC4C)c(O)ccc3c2=O)cc1OC (stereo not drawn)	3.7	14.7
COc1ccc(N(CC(=O)Nc2cccc(C)c2C)S(=O)(=O)c2c(C)n[nH]c2C)cc1	0.6	34.0
CCN(CCCNC(=O)COc1cc(=O)n(CC)c2ccccc12)c1ccccc1	2.9	4.9
Cc1ccc(-c2ccc(=O)[nH]n2)cc1	3.0	9.8
Cc1ccc2c(c1)N(C(C)C(=O)NCCc1ccccc1)C(=O)CO2 (stereo not drawn)	-6.0	-5.8
CC1CCN(c2oc(-c3ccccc3F)nc2C#N)CC1	0.5	3.2
O=C(O)c1ccc2c(c1)[C@@H]1C=CC[C@@H]1[C@H](c1ccccn1)N2	0.7	1.6
O=C(COc1nnc2ccccn12)N1CCN(S(=O)(=O)c2ccccc2)CC1	-2.2	-31.1
O=C(CN1C(=O)c2ccccc2S1(=O)=O)NCc1ccccc1Cl	-1.0	6.7
CCCCCSc1nnc(-c2cc(Br)ccc2N)c(=O)[nH]1	7.7	18.9
Cc1ccc2c(c1)c1c(n2CC(O)Cn2nc(C)c(Br)c2C)C(=O)CCC1 (stereo not drawn)	17.1	25.3
COc1cccc(NC(=O)N2CCCC2C(=O)NC(C)C)c1 (stereo not drawn)	-0.5	2.9
CCCCc1noc2c1/C(=N\O)CC(c1ccccc1)C2 (stereo not drawn)	-0.5	2.0
N#Cc1c(NC(=O)CSc2nnnn2C2CCCC2)sc2c1CCCC2	1.3	-33.0
O=C(O)C1CC=CCC1C(=O)Nc1ccc(S(=O)(=O)N2CCCc3ccccc32)cc1 (stereo not drawn)	0.0	11.4
O=C(CSc1ccc2nnc(-c3ccccc3)n2n1)NCc1ccco1	-1.9	-6.7
O=C(c1ccc(Cl)cc1)N1CCCCC(Sc2nnc(-c3ccc4c(c3)OCO4)o2)C1=O (stereo not drawn)	1.2	18.1
O=C1c2ccccc2C(O)N1CCN1CCOCC1 (stereo not drawn)	-3.1	-5.2
COc1ccc(C2=NOC(C(=O)NCCN3CCOCC3)C2)cc1 (stereo not drawn)	0.2	18.4
O=C(Nc1nc2ccccc2s1)C1CC(=O)N(c2ccccc2)C1 (stereo not drawn)	-0.4	-0.7
CCOC(=O)C1CCCCN1C(=O)CCc1c(C)nc2ncnn2c1C (stereo not drawn)	-0.2	7.2
COc1ccc(-c2cc(C(F)(F)F)nc(N3CCN(c4ccc(F)cc4)CC3)n2)cc1OC	7.3	25.2
Cc1cc(Oc2ccc(=O)n(C)n2)nc(Oc2ccc(=O)n(C)n2)n1	-0.6	-51.2
CNC(=O)c1ccccc1NC(=O)c1cccc(S(=O)(=O)N2CCC(C)CC2)c1	-1.1	-17.2
CC1CCCC(C)N1C(=O)Cn1c(=O)sc2ccccc21 (stereo not drawn)	0.6	0.6
Cc1cccc(-n2ncc3c(N4CCC5(CC4)OCCO5)ncnc32)c1	0.0	12.6
CC(=O)NCC(=O)N(C)C(C(=O)Nc1ccc2c(c1)OCCO2)c1ccccc1 (stereo not drawn)	0.7	7.7
O=C(Cn1cccc1C(=O)c1ccccc1)NCc1cccnc1	-4.7	-5.4
Cc1ccc2c(COn3nnc4ccc(S(=O)(=O)N(C)C)cc43)cc(=O)oc2c1C	-0.1	-0.5
Cc1nc2cc(N3CCCCC3)c(NC(=O)c3cccnc3)cc2c(=O)n1Cc1ccccc1	-0.3	-11.9
CCCCCC1CC(CC#CCN2CCOCC2)C(=O)O1 (stereo not drawn)	-0.5	18.0
O=C(CSc1ncn[nH]1)Nc1nnc(-c2ccccc2)s1	1.0	2.9
Cc1ccc(-n2nc3c(c2NC(=O)C(C)(C)C)CSC3)c(C)c1	-9.6	-24.8
CCc1ccc(NC(=O)Cn2c(=O)n(CCCC(=O)NCc3ccco3)c(=O)c3ccccc32)cc1	5.5	21.7
COCc1ccccc1Cn1cnc2c1c(=O)n(C)c(=O)n2C	-2.1	-0.8

Next entries.
SMILES	QS inhibitor	QS inhibitor GFP MFI %
COc1ccc(OC)c(CNC(=O)CCc2nc(-c3cccs3)no2)c1	-0.2	6.6
OC(COc1ccc2ccccc2c1)CN1CCOCC1 (stereo not drawn)	0.5	3.7
CCOc1ccc(CSC(CC(=O)O)C(=O)O)cc1 (stereo not drawn)	-3.3	9.1
COC(=O)c1ccc2c(c1)NC(=O)C(N1CCCC1)S2 (stereo not drawn)	-2.6	-1.2
Cc1cccc(OCCCC(=O)O)c1	-1.6	12.2
CCCN(CCC)CCNC(=O)C1CCCN(S(=O)(=O)c2ccc3c(c2)oc(=O)n3C)C1 (stereo not drawn)	-1.1	-3.5
CCN1CCN(CCCNC(=O)C(NC(=O)C2CCC(C)CC2)C(C)C)CC1 (stereo not drawn)	0.2	1.2
Cc1onc(-c2ccccc2Cl)c1C(=O)N1CCc2ccccc21	2.1	7.0
COc1ccc(N2CCN(C(=O)c3ccc(CNc4c(N5CCOCC5)c(=O)c4=O)cc3)CC2)cc1	-2.2	-2.9
COc1ccc(N2CCN(C(=O)c3ccc4c(=O)n(CC5CCCO5)c(=O)[nH]c4c3)CC2)cc1 (stereo not drawn)	-4.3	-17.3
N#Cc1nc(COc2ccccc2F)oc1NCc1ccc(F)cc1	-3.4	-5.7
C=CCOc1cccc(C2c3c(oc4ccccc4c3=O)C(=O)N2c2ccccn2)c1 (stereo not drawn)	-0.1	4.5
O=C(c1ccco1)N1CCN(C(=O)C2CC(c3ccc(F)cc3)=NO2)CC1 (stereo not drawn)	-2.0	-7.4
COc1ccc(OC)c(Nc2nc(-c3sc(N)nc3C)cs2)c1	39.0	47.7
O=C(CSc1nnc2scc(-c3ccccc3)n12)Nc1nsc(-c2ccccc2)n1	2.9	7.4
Cc1ccccc1-c1nc(CS(=O)(=O)CC(=O)NCc2ccc3c(c2)OCO3)c(C)o1	-0.6	-1.5
Cc1ccccc1Oc1ccc(S(=O)(=O)NCCC(=O)O)cc1	1.3	9.1
O=C(NC1CC1)c1cccc(Nc2ccc(-c3ccc4c(c3)OCCO4)nn2)c1	-12.3	-26.3
CN1CC=C2C(C#N)=C(N)C(C#N)(C#N)C(c3cccc(Cl)c3Cl)C2C1 (stereo not drawn)	-0.9	-19.0
O=C1c2cccnc2C(=O)N1Cc1ccccc1	-16.5	-49.5
Cc1ccc(CNC(=O)CN2CCN(Cc3ccc(Cl)cc3)C2=O)cc1	-5.9	-21.3
O=C(NCc1cccnc1)C(=O)NCC(c1ccco1)N1CCN(c2ccc(F)cc2)CC1 (stereo not drawn)	-0.1	3.1
CC(=O)c1sc(N2C(=O)c3oc4ccccc4c(=O)c3C2c2ccc(C)o2)nc1C (stereo not drawn)	0.2	2.3
N#Cc1nc(N2CCCC2)nc(N2CCCC2)n1	-2.2	-13.4
Cc1cccc(Cc2c(C)nc3c(C(=O)NCc4ccco4)cnn3c2C)c1	4.1	11.4

Given as labelled records: 2 of the compounds above
> Cc1onc(-c2ccccc2Cl)c1C(=O)N1CCc2ccccc21
- QS inhibitor: 2.1
- QS inhibitor GFP MFI %: 7.0

> COc1ccc(N2CCN(C(=O)c3ccc(CNc4c(N5CCOCC5)c(=O)c4=O)cc3)CC2)cc1
- QS inhibitor: -2.2
- QS inhibitor GFP MFI %: -2.9

Other entries follow:
SMILES	QS inhibitor	QS inhibitor GFP MFI %
COCCn1c(=O)[nH]c2cc(C(=O)NCCN3CCN(c4ccc(OC)cc4)CC3)ccc2c1=O	-3.9	-8.5
CCOC(=O)c1cc2cc(F)ccc2nc1C	0.8	10.4
COc1ccc(OC)c(-c2cc(C(=O)N3CCc4ccccc4C3)no2)c1	5.2	29.2
Cc1[nH]nc2c1C(c1cn[nH]c1-c1ccc(F)cc1)C(C#N)=C(N)O2 (stereo not drawn)	-2.0	-8.3
O=C1CC(c2cccc(Br)c2)C2=C(CCCC2=O)N1 (stereo not drawn)	5.8	12.1
COc1cc(OC)cc(-n2nc(C(=O)NCCCN3CCOCC3)c3ccccc3c2=O)c1	7.1	16.4
Cc1cccc(-c2nsc(SCC(=O)NCc3ccco3)n2)c1	6.9	26.2
O=C(Nc1ccccc1N1CCN(C(=O)c2ccc(Cl)cc2)CC1)c1cc2ccccc2o1	4.7	10.4
COc1ccc(-n2nc(C(=O)N3CCN(Cc4ccc5c(c4)OCO5)CC3)c3ccccc3c2=O)cc1	-7.0	-4.3
CN1CCN(C(CNS(=O)(=O)c2ccc(F)cc2)c2cccnc2)CC1 (stereo not drawn)	-5.2	-1.9
O=C1CC(c2cccnc2)c2cc3c(cc2N1)OCCO3 (stereo not drawn)	2.3	6.7
COC(=O)c1cccc(C(=O)Nc2cnc3ccccc3c2)n1	0.9	9.8
Cn1c(=O)c(=O)n(C)c2cc(S(=O)(=O)N3CCCCC3)ccc21	-0.2	18.4
CCOC(=O)CCc1c(C)n(CC)c2ncnn2c1=O	3.7	14.4
COc1ccc(S(=O)(=O)N2CCN(Cc3ccc(Cl)cc3)CC2)cc1	-0.8	-7.7
CCOC(=O)C1CCN(c2c(Nc3ccc4c(c3)OCCO4)c(=O)c2=O)CC1	-7.5	-30.8
CN1C(=O)c2ccccc2Sc2ccc(NC(=O)N3CCCC3)cc21	-10.1	-14.7
CC(C)CN(C#N)c1nc(N2CCOCC2)nc(N2CCOCC2)n1	3.6	47.5
Cc1ccc(-c2cc(C(=O)Nc3cc(C)on3)c3ccccc3n2)c(C)c1	3.3	14.3
CCOC(=O)C1CCCN(C(=O)CCCOc2cc(=O)n(C)c3ccccc23)C1 (stereo not drawn)	2.1	11.7
COc1ccc(CCNC(=O)C2CCN(S(=O)(=O)N3CC(C)CC(C)C3)CC2)cc1OC (stereo not drawn)	1.3	2.4
O=[n+]1c2c(n([O-])c3cc(F)c(F)cc31)CCCC2	5.9	7.3
COc1cccc(-c2cc(C(=O)Nc3ccccc3SC)no2)c1	1.7	13.8
C=CCOc1cccc(C2/C(=C(\O)c3ccc(F)cc3)C(=O)C(=O)N2CCN(C)C)c1 (stereo not drawn)	-1.1	-9.1
O=C(C1CC1(c1ccccc1)c1ccccc1)N1CCOCC1 (stereo not drawn)	-0.6	-4.3

Of the compounds above, these have a thiophene ring, fused or not.
SMILES	QS inhibitor	QS inhibitor GFP MFI %
N#Cc1c(NC(=O)CSc2nnnn2C2CCCC2)sc2c1CCCC2	1.3	-33.0
COc1ccc(OC)c(CNC(=O)CCc2nc(-c3cccs3)no2)c1	-0.2	6.6

Continued.
SMILES	QS inhibitor	QS inhibitor GFP MFI %
CCC(C)(C(=O)NC1CCCCC1)N(Cc1ccco1)C(=O)c1cnccn1 (stereo not drawn)	0.3	3.0
CCC(C)(C(=O)NC1CCCC1)N(C(=O)c1cnccn1)c1ccccc1 (stereo not drawn)	-1.4	-14.4
Cc1ccc(N(CC(=O)Nc2cccc(C)c2)S(=O)(=O)c2cccc3nonc23)cc1	6.6	17.2
COc1ccc(Oc2ccc(N/C=C3\CCCC3=O)cc2)cc1	-0.4	6.7
COc1cc(OC)c(C2N(c3ccc(Cl)c(Cl)c3)C(=O)C3CCCN32)cc1OC (stereo not drawn)	0.1	5.7
COc1cc(C)c(S(=O)(=O)NCc2ccc3c(c2)OCO3)cc1C	1.1	12.0
Cn1c(CSc2nnc(SCc3ccccc3)s2)nc2ccccc21	8.7	22.9
COc1cccc(NC(=O)c2nnn(Cc3ccc(Br)cc3F)c2N)c1	0.4	-2.9
COC(=O)CN1C(=O)C2(C(C#N)=C(N)Oc3cc(C)oc(=O)c32)c2ccccc21 (stereo not drawn)	3.0	12.9
CC1CCc2c(C(=O)NCCN3CCOCC3)csc2C1 (stereo not drawn)	0.4	9.6
O=C(CCn1c(=O)oc2ccccc21)NC1=NCCS1	-1.6	-4.6
O=C(Nn1c(C2CC2)nc2ccccc2c1=O)c1ccco1	-1.3	-10.8
CSCC[C@@H](C(=O)O)N1Cc2ccccc2C1=O	3.9	21.9
